# tuberculosis growth – growth inhibition of non-replicating M. tuberculosis (AID 488890); Mycobacterium tuberculosis non-replicating, growth inhibition; higher % means a stronger effect; inhibition, % at 25 µM, or IC50 in µM where a hit was titrated; 320,000 compounds, 0.39% hits; in the data active = a potency from the dose series; inconclusive = inhibition mostly from about 82% at the one dose, without a potency; inactive = the rest, 99 in 100 with inhibition below about 76%;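 note: plate controls were DMSO cells for no effect and high antibiotic wells for full effect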
# influenza NS1A – H1N1 influenza NS1A inhibitors, functional cell based assay (AID 504329); NS1A functional cell-based assay, percent inhibition; higher % means a stronger effect; one-dose inhibition, % at 12.5 µM; IC50 in µM for titrated hits; 340,000 compounds, 0.3% hits; in the data active = a potency from the dose series; inconclusive = inhibition above about 27% without an active follow-up result; note: strong numbers were not always called active
# VEEV TC-83 Vero – inhibitors of VEEV TC-83 cytopathic effect, confirmation, Vero cells (AID 588727) | one-dose inhibition, % at 20 µM; IC50 in µM for titrated hits | Vero cells, VEEV TC-83 cytopathic effect inhibition; higher % means a stronger effect | 350,000 compounds, 0.13% hits; in the data active = a potency from the dose series; inconclusive = inhibition mostly from about 14% at the one dose, without a potency; inactive = the rest, 99 in 100 with inhibition below about 12%; note: strong numbers were not always called active
# PhoP GFP inhibition – PhoP regulon inhibitors, Salmonella typhi PhoP promoter GFP reporter, confirmatory (AID 1850) | Salmonella Typhi PhoP-promoter GFP reporter, fluorescence, 4 h; higher % means a stronger effect | inhibition, % at 50 µM, or IC50 in µM where a hit was titrated | 310,000 compounds, 0.33% hits; in the data active = a potency from the dose series; inconclusive = inhibition mostly from about 25% at the one dose, without a potency; inactive = the rest, 99 in 100 with inhibition below about 19%;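 note: 0% = induced wells with vehicle and 100% = uninduced wells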
# H37Rv inhibition – M. tuberculosis growth inhibition, HTS (AID 449762); inhibition, % at 25 µM; hits with a dose series show IC50 in µM; M. tuberculosis H37Rv growth inhibition, 7H9 media; higher % means a stronger effect; 330,000 compounds, 0.59% hits; in the data active = a potency from the dose series; inconclusive = inhibition above about 70% without an active follow-up result;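 note: bacterial growth assessed after seven days of incubation; strong numbers were not always called active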
# VEEV TC-83 Vero 10K pilot screen – second read-out of VEEV TC-83 Vero, no call of its own (marks repeat the call); inhibition, %; measured here: 10K pilot screen inhibition
# Starred values were filed as active, the others as inactive; i = inactive; ? = inconclusive; / = no result given. This is a random part of the collection; about 1.5% have a hit in one of these screens.
SMILES,tuberculosis growth,influenza NS1A,VEEV TC-83 Vero,PhoP GFP inhibition,H37Rv inhibition,others
Cc1ccccc1-c1cc(-c2ccccc2O)n[nH]1,-2%,-4%,3.5%,3%,?,
Cc1sc(NC(=O)C2CSC3(C)CCC(=O)N23)nc1-c1ccccc1 (stereo unspecified),47%,-6%,10%,-4%,-9%,
COc1cccc(N2C(=O)C3CC=C(Cl)CC3C2=O)c1 (stereo unspecified),-8%,-9%,3.2%,2%,-6%,
O=C(NNC(=S)NC1CCCCC1)c1ccccc1Br,-7%,-6%,4.0%,-3%,-7%,
COc1ccc(/C=C2\SC(=O)N(CC(=O)Nc3ccc(F)cc3)C2=O)cc1O,39%,1%,5.9%,18%,13%,
Cc1c(C(=O)N2CCN(c3ccc([N+](=O)[O-])cc3)CC2)oc2ccccc12,30%,-6%,1.1%,/,6%,
O=C(CCCCl)NC(=S)Nc1ccc(N2CCOCC2)cc1,14%,/,1.0%,11%,-5%,
O=C(NCCO)c1cc([N+](=O)[O-])cc2c1C=Cc1ccccc1O2,-5%,-4%,1.6%,-17%,16%,
CCCCNc1ccc2c(c1)C1CC2CCN1C(=O)OCc1ccccc1 (stereo unspecified),/,-24%,i,/,/,
O=C(c1ccccc1S(=O)(=O)NCc1ccccc1)N1CCCC1,5%,-12%,i,1%,-12%,
CCOCCCN(C)C1CCN(C(=O)c2oc3ccccc3c2NC(=O)COc2cccc(C)c2)CC1,32%,-9%,1.0%,-5%,-1%,
O=C1CC(c2ccc(Cl)cc2)n2nc(N3C(=O)c4ccccc4C3=O)nc2N1 (stereo unspecified),-13%,-6%,1.4%,-5%,0%,
O=C(NCc1ccccc1)/C(=C/c1ccco1)NC(=O)c1ccco1,-8%,9%,i,-7%,-2%,
O=C(c1cc(Br)c[nH]1)N1CCCCC1,0%,-23%,0.8%,-2%,4%,
COc1ccc(S(=O)(=O)NC(N)=NCCc2ccc(OC)c(OC)c2)cc1,-4%,/,/,1%,-8%,
Cc1[nH]c(C)c(S(=O)(=O)N2CCc3ccccc32)c1C(=O)N1CCCCC1,0%,-6%,3.1%,0%,6%,
CCOC(=O)C1CN(S(=O)(=O)c2ccc(OC)cc2)c2cc(CC(=O)OC)ccc2O1 (stereo unspecified),5%,-4%,7.6%,-13%,7%,
CCc1cccc(CC)c1N(COC)C(=O)Cn1c(CO)nc2ccccc21,29%,-11%,2.8%,-6%,1%,
COc1ccc(NC(=O)c2ccc(Cl)c(S(=O)(=O)NCC3CCCO3)c2)c(OC)c1 (stereo unspecified),15%,2%,6.1%,-4%,0%,
COc1ccc(/C=N/NC(=O)c2nn(-c3ccc(Cl)cc3)c(=O)c3c(N)scc23)cc1,0%,2%,i,-6%,-3%,
CC(=O)c1c(C)[nH]c(C(=O)N2CCN(C(=O)c3ccco3)CC2)c1C,-4%,3%,0.8%,-6%,-4%,
COc1c(S(=O)(=O)n2nc(C)cc2C)ccc(Cl)c1Cl,1%,-10%,i,2%,-3%,
COc1ccc(NC(=O)/C(=C\c2cccnc2)NC(=O)c2cccs2)cc1,1%,1%,0.3%,-12%,6%,
COc1ccc(CCNC(=O)COC(=O)c2sc(C)nc2C)cc1,8%,-7%,0.5%,/,-9%,
CC(=O)c1ccc(OCC(O)CN2C(C)CCCC2C)cc1 (stereo unspecified),-2%,-6%,0.3%,6%,-8%,
CC(=O)C1C(c2ccccc2)c2c(noc2C)CC1(C)O (stereo unspecified),-11%,9%,i,2%,-10%,
CCOC(=O)C1(Cc2cccc(OC)c2)CCCN(S(=O)(=O)c2cccnc2)C1 (stereo unspecified),-3%,4%,i,5%,2%,
CC1CC/C(=N/Nc2ccccc2)C(=O)N1 (stereo unspecified),-2%,18%,0.6%,-4%,-4%,
Cc1noc(C)c1COc1cccc(C(=O)OCC(=O)NCCN2C(=O)CSC2=O)c1,-13%,0%,4.8%,-8%,-5%,
CC(C)C[C@H](NC(=O)c1nc[nH]c1C(=O)NCc1ccc(CNC(=O)OC(C)(C)C)cc1)C(=O)OCc1ccccc1,5%,-11%,2.8%,3%,-2%,
Cc1ccc(C2=NN=C(NC(=O)CSc3nc(C)cc(C)n3)SC2)cc1,36%,/,/,-4%,-5%,
CNC(=O)CC1C(=O)N(c2ccc(Cl)cc2)C(=S)N1CCc1ccc(OC)c(OC)c1 (stereo unspecified),41%,3%,3.1%,-1%,-4%,
CCN1CCN(CCCNC(=O)c2cc3sccc3n2CC)CC1,/,17%,i,-4%,-6%,
CCOC(=O)Cc1nc(-c2ccccc2)n[nH]1,0%,-3%,1.1%,11%,-4%,
O=C(NCC1CCCO1)C1C2C=CC3(CN(Cc4cccs4)C(=O)C13)O2 (stereo unspecified),15%,-5%,i,6%,0%,
Cc1cc(=S)[nH]c2c(C)cccc12,-3%,-9%,2.5%,-11%,-9%,

# Sorted by formula weight (ascending): some entries from above.
SMILES,tuberculosis growth,influenza NS1A,VEEV TC-83 Vero,PhoP GFP inhibition,H37Rv inhibition,others
CCOC(=O)Cc1nc(-c2ccccc2)n[nH]1,0%,-3%,1.1%,11%,-4%,
CC(=O)c1ccc(OCC(O)CN2C(C)CCCC2C)cc1 (stereo unspecified),-2%,-6%,0.3%,6%,-8%,
CCN1CCN(CCCNC(=O)c2cc3sccc3n2CC)CC1,/,17%,i,-4%,-6%,
O=C(NCC1CCCO1)C1C2C=CC3(CN(Cc4cccs4)C(=O)C13)O2 (stereo unspecified),15%,-5%,i,6%,0%,
Cc1ccc(C2=NN=C(NC(=O)CSc3nc(C)cc(C)n3)SC2)cc1,36%,/,/,-4%,-5%,
Cc1noc(C)c1COc1cccc(C(=O)OCC(=O)NCCN2C(=O)CSC2=O)c1,-13%,0%,4.8%,-8%,-5%,
CNC(=O)CC1C(=O)N(c2ccc(Cl)cc2)C(=S)N1CCc1ccc(OC)c(OC)c1 (stereo unspecified),41%,3%,3.1%,-1%,-4%,

# (next part)
SMILES,tuberculosis growth,influenza NS1A,VEEV TC-83 Vero,PhoP GFP inhibition,H37Rv inhibition,others
COCCNC(=S)N1C2CCC1CC(NC(=O)NC13CC4CC(CC(C4)C1)C3)C2 (stereo unspecified),21%,-10%,1.0%,2%,-12%,
O=C(NC(=S)Nc1nc(-c2ccccc2)cs1)c1cccs1,18%,-3%,2.0%,-3%,1%,
Nn1c(-c2ccco2)n[nH]c1=S,-8%,-7%,0.8%,-7%,-5%,
c1ccc2sc(N3CCOCC3)nc2c1,/,3%,1.9%,4%,/,
CCOc1ccc(S(=O)(=O)NCCC(=O)NCC2CCCO2)cc1 (stereo unspecified),-6%,-14%,0.6%,/,4%,
Cc1ccc(C)c(N(C(=O)Cc2cccs2)C(C(=O)NC2CCCC2)c2ccc(C)o2)c1 (stereo unspecified),3%,-5%,0.2%,-9%,-8%,
CNC(=O)Cc1csc2ccc(C)cc12,-9%,-23%,3.3%,3%,-2%,
Cc1ccnn1CC(=O)N/N=C/c1c[nH]c2ccccc12,5%,-16%,0.1%,2%,1%,
CCOC(=O)c1cc(OC(=O)c2cccc([N+](=O)[O-])c2)n(-c2ccccc2)n1,10%,3%,0.5%,0%,-7%,
Nc1c(Cl)ncnc1NCc1ccccc1,29%,-4%,0.4%,-4%,-10%,
Cc1sc2ncnc(SCC(=O)N3CCC(c4noc5ccc(F)cc45)CC3)c2c1C,-2%,-11%,i,-7%,-7%,
COc1ccc(C2Nc3ccccc3C(=O)N2c2ccc(F)cc2)cc1Cn1nnc2ccccc21 (stereo unspecified),34%,-3%,11%,14%,12%,
CSc1ccc(CN2CCN(C(=O)COc3ccc(C)cc3)CC2)cc1,35%,2%,0.8%,6%,13%,
Oc1ccc(/C=N/Nc2nn3cnnc3c3ccccc23)cc1,-3%,-14%,1.8%,-2%,-12%,
O=C(Nc1nccs1)c1ncc(Cl)c(Cl)c1Cl,?,-18%,5.5%,10%,?,
OCC[C@H]1C[C@H](O)[C@@H](O)[C@]2(CCc3ccccc3CO2)O1,-5%,10%,i,-11%,-10%,
CCOc1cc(C2NN=C(c3ccccc3)S2)ccc1OCc1ccccc1Cl (stereo unspecified),-3%,-2%,5.3%,-2%,5%,
CC(=O)N1c2ccc(S(=O)(=O)N3CCC(C(=O)Nc4cccc(C)n4)CC3)cc2CC1C (stereo unspecified),-2%,4%,i,4%,-5%,
O=C(CNC(=O)c1ccccc1F)N/N=C/c1cccs1,-15%,2%,0.3%,-8%,9%,
COc1ccc(-c2cc(C(=O)N3CCC4(CC3)OCCO4)c3ccccc3n2)cc1,40%,3%,7.5%,5%,6%,
COc1cccc(NC(=O)NCCCCc2ccccc2)c1,30%,13%,2.0%,3%,-5%,
Cc1cc(C)n(-c2ccc(C(=O)OCC(=O)Nc3ccc(Cl)cc3[N+](=O)[O-])cc2)n1,?,1%,0.0%,1%,-4%,
Cc1cccc(C)c1NC(=O)c1cnccn1,-5%,6%,0.1%,-3%,-1%,
COCCN1C(=O)C(=O)/C(=C(/O)c2cccc(S(=O)(=O)N(C)C)c2)C12C(=O)N(C)c1ccccc12 (stereo unspecified),2%,-6%,i,-1%,-5%,
CC(C)CCNC(=O)c1ccccc1SCC(=O)NC1CCCCCCC1,41%,-6%,1.2%,/,-16%,
Cc1ccc(C(=O)N/C(=C\c2ccccc2)C(=O)NCCCn2ccnc2)cc1,-3%,-4%,2.3%,-1%,0%,
N#Cc1cccc(CN2CCC(=O)N(CCO)CC2)c1,6%,-4%,0.8%,-5%,-8%,
C/C(=N\NC(=O)c1cccnc1)c1c(O)cc(C)oc1=O,-4%,-3%,0.4%,15%,13%,
Fc1ccc(NC(=S)N2CCCN(c3ccc(C(F)(F)F)cn3)CC2)c(F)c1,64%,4%,i,-1%,10%,
COc1cc([N+](=O)[O-])cc(/C=N\NC(=O)C2COc3ccccc3O2)c1O (stereo unspecified),62%,-41%,2.8%,16%,5%,
CC(C)Oc1ccc(C(=O)Nc2ccc(NC(=O)c3ccco3)c(Cl)c2)cc1,8%,0%,0.8%,-11%,-4%,
CCc1cccc(NS(=O)(=O)c2c(C)nc3sc(CC)nn3c2=O)c1,/,-4%,i,-10%,-6%,
N#Cc1ccc[n+](CC(=O)c2ccc(NC(=O)c3ccccc3)cc2)c1,19%,-12%,0.7%,2%,-2%,
CCOC(=O)C1CCN(c2nc(N)c3c(N)nc(SCC(=O)O)cc3c2C#N)CC1,/,-7%,0.2%,/,/,
CC(=O)C1=C(C)NC2=C(C(=O)CC(C)(C)C2)C1C (stereo unspecified),-19%,-1%,3.5%,-13%,0%,
Nc1c2c(nc3ccc(Br)cc13)N(C1CCCCC1)CC2,69%,/,/,13%,?,
Clc1ccc(N2CCN(c3cnc4ccccc4n3)CC2)cc1,10%,-13%,2.4%,-3%,9%,
c1cncc(-c2nc(N3CCOCC3)c3c4c(sc3n2)CCC4)c1,-1%,-5%,8.1%,-6%,0%,
N#Cc1cc([N+](=O)[O-])ccc1N1CCN(c2ccccc2O)CC1,46%,9%,i,-1%,2%,
COc1cc(/C=N/NC(=O)CCN2CCN(C)CC2)cc2c1OCO2,2%,-2%,2.2%,-2%,-1%,
O=C(Cn1cnc2c(nnn2Cc2ccc(F)cc2)c1=O)NCc1ccc2c(c1)OCO2,-23%,-6%,0.6%,-4%,1%,
Cc1[nH]nc(-c2ccc(O)cc2O)c1-c1nc2ccccc2s1,21%,-6%,4.5%,-8%,2%,VEEV TC-83 Vero 10K pilot screen=3.4
O=C(COC(=O)Cn1cnc2ccccc21)Nc1ccccc1C(F)(F)F,-6%,-1%,0.9%,/,-8%,
COc1ccc(CNC(=O)CSCc2c(F)cccc2Cl)cc1,25%,-16%,2.3%,-10%,6%,
O=S(=O)(NCCc1ccccn1)c1ccc(OC(F)(F)F)cc1,51%,4%,2.8%,-6%,-19%,
Cc1cc(=O)[nH]c(-c2cccs2)n1,-7%,-1%,i,3%,-3%,
CC(=O)c1ccc(NC(=O)C[n+]2ccc(N(C)C)cc2)cc1,5%,-11%,0.0%,4%,-1%,
O=C(O)/C=C/c1ccc(S(=O)(=O)Nc2cccnc2)cc1,-12%,-3%,1.6%,7%,0%,
Cc1ccc(S(=O)(=O)/C=C2\NC(=O)CS2)cc1,22%,-9%,1.0%,-5%,1%,
O=C(O)C(CCc1ccccc1)N1C(=O)c2ccccc2C1=O (stereo unspecified),/,-10%,0.1%,/,/,
COCCNC(=O)/C(C#N)=C/c1cccc(/C=C(\C#N)C(=O)NCCOC)c1,5%,-1%,2.3%,-4%,-12%,

# Bioassay records: PubChem, Southern Research Specialized Biocontainment Screening Center
